# Screens deposited in PubChem BioAssay by Icahn School of Medicine at Mount Sinai.
# RBX1-CUL1 inh: inhibitors of human ROC1-CUL1 ubiquitin ligase activity | in vitro K48 di-Ub FRET, acceptor:donor ratio, 45 min | E3 ubiquitin-protein ligase RBX1 (Homo sapiens) + Cullin-1 (Homo sapiens), P62877+Q13616 | AID 1347404, 2020 | inhibition, % at 10 µM | hit rate 0.6% among 140,000; in the data active means inhibition above about 25%
# Target sequence (P62877 whole entry, looked up): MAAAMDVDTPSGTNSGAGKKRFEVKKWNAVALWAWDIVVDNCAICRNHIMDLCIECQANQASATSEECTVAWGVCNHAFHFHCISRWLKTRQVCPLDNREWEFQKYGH
# Target sequence (Q13616 whole entry, looked up): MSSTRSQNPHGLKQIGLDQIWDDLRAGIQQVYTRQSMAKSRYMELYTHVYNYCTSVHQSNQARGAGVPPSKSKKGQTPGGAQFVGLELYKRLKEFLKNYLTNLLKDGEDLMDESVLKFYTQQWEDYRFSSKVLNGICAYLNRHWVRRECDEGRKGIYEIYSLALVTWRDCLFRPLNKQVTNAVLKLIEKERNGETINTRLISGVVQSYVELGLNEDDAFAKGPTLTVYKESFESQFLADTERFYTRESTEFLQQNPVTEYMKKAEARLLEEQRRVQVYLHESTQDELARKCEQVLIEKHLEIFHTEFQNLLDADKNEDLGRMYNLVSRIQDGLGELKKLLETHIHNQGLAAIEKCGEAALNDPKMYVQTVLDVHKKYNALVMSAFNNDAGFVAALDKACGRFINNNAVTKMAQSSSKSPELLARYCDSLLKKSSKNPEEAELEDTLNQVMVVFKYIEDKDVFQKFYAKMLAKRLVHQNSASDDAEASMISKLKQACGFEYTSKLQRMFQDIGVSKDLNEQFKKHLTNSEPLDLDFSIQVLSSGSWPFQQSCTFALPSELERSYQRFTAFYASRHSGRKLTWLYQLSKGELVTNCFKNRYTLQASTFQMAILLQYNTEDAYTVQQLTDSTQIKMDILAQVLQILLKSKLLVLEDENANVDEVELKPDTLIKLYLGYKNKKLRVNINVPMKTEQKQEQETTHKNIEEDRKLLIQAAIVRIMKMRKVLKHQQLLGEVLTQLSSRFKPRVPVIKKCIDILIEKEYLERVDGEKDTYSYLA
# * hit, by the source's call. This is a subset. The share of hits here may be higher or lower than overall.
SMILES,RBX1-CUL1 inh
Cc1cc(C=C2C(=O)NC(=S)NC2=O)c(C)n1-c1ccncc1,8
Oc1ccc(Cl)cc1C1SCCCS1,1
CCN(CC)c1ccc(NC(=O)CN2C(=O)c3cccnc3Sc3ccccc32)c(C)c1,8
COC(=O)c1ccccc1OC(=O)CC1C=CS(=O)(=O)C1 (stereo unspecified),-6
COC(=O)c1c(-c2ccccc2)c2c(n1-c1ccccc1)-c1ccccc1OC2,0
COC(=O)c1ccc(NC(=O)n2ncc3c(C)cccc32)cc1,4
COc1ccc(S(=O)(=O)NC(C)(C)C)cc1C,-10
CCC(=O)N[C@@H]1c2ccccc2C2(CCN(C(=O)c3cc(C)ccc3C)CC2)[C@H]1OCc1cccnc1,-6
CN1C2C=C3C(C#N)C(=N)C(C#N)(C#N)C(c4ccccc4C(F)(F)F)C3C1CC2 (stereo unspecified),-10
Cc1ccn(CCC(=O)N2CCN(c3cnn(C)c(=O)c3)CC2)n1,12
Cc1ccc(-n2c(C)nnc2SCC(=O)Nc2ccc(F)c(Cl)c2)cc1C,-11
O=[N+]([O-])c1ccc(CSc2nc3ccccc3s2)o1,4
COc1ccc(-c2c(Cl)nc(Nc3ccc4c(ccn4C)c3)c(=O)n2-c2ccccc2)cc1OC,7
CCc1cc(S(=O)(=O)NCc2cccs2)ccc1OC,-1
CCOc1ccc(C(CC(=O)O)N2Cc3ccccc3C2=O)cc1OC (stereo unspecified),-14

# The closing 5 entries of the part before are carried over, then new ones follow.
SMILES,RBX1-CUL1 inh
Cc1ccc(-n2c(C)nnc2SCC(=O)Nc2ccc(F)c(Cl)c2)cc1C,-11
O=[N+]([O-])c1ccc(CSc2nc3ccccc3s2)o1,4
COc1ccc(-c2c(Cl)nc(Nc3ccc4c(ccn4C)c3)c(=O)n2-c2ccccc2)cc1OC,7
CCc1cc(S(=O)(=O)NCc2cccs2)ccc1OC,-1
CCOc1ccc(C(CC(=O)O)N2Cc3ccccc3C2=O)cc1OC (stereo unspecified),-14
COc1cc(=O)n2c(c1C(=O)NC(C)c1ccco1)CCN(Cc1ccc(C)c(C)c1)CC2 (stereo unspecified),-1
COc1ccc(OCc2nc(C(=O)NCc3ccc(F)cc3F)co2)cc1,7
COc1cccc(N2CCC(N3CCCC(CO)(Cc4ccccc4)C3)CC2)c1 (stereo unspecified),1
O=C(Nc1cccnc1)c1ccc(S(=O)(=O)NC2CCCC2)cc1,-5
O=C1CCCC2=C1C1CCCC(O)(C1)N2CCc1ccccc1 (stereo unspecified),9
CCCCc1nc2cc(C(=O)N3CCCN(C(C)=O)CC3)ccc2o1,2
OC(c1ccccn1)(c1ccccn1)c1ccccn1,3
Cc1ccc(C(=O)C2C3C4C(=O)C5(c6ccccc6)C2C5C43)cc1 (stereo unspecified),8
Cc1nnc(SCCNC(=O)Cn2ncc(N(C)C)cc2=O)s1,8
C=CCNS(=O)(=O)c1ccc(C(=O)Nc2cccnc2)cc1,8
N#Cc1cc2c(nc1SCN1C(=O)c3ccccc3C1=O)CCC2,0
Cc1cccc(C)c1-n1nnnc1C1(Nc2ccc(Oc3ccc(Cl)cc3)cc2)CCC(C(C)(C)C)CC1 (stereo unspecified),-6
CCCc1[nH]nc2c1C1(CCN(C(C)=O)CC1)C(C#N)C(=N)O2 (stereo unspecified),-7
Cc1cc(C)cc(CC(C(=O)Nc2ccccc2)C(C)C(=O)O)c1 (stereo unspecified),3
CNC/C=C/COc1ccccc1C(C)(C)C,-4

# Another view of some results above:
Molecule | RBX1-CUL1 inh
O=C(Nc1cccnc1)c1ccc(S(=O)(=O)NC2CCCC2)cc1 | -5
O=C1CCCC2=C1C1CCCC(O)(C1)N2CCc1ccccc1 (stereo unspecified) | 9

# Following part.
SMILES,RBX1-CUL1 inh
CCN1CCN(CCCNC(=O)Cn2nc(C)n3c(cc4c(OC)cccc43)c2=O)CC1,-8
COc1ccc(C2Nc3ccc4ccccc4c3C3=C2CCCC3=O)cc1 (stereo unspecified),10
O=C(NC(N1CCCC1=O)(C(F)(F)F)C(F)(F)F)c1ccccc1Cl,-12
Ic1ccc(N=Cc2ccc[nH]2)cc1,6
O=C(Nc1ccc(-c2nc3ccccc3o2)cc1)C1CC1,1
COc1ccc(NC(=O)Nc2cc(C(=O)NCc3ccc(C)cc3)ccc2N2CCCC2)cc1,-1
c1ccc2c(c1)CCN(c1nn3nnnc3c3ccccc13)C2,3
Cc1cccc(N2CCN(C(=O)CCn3c(=O)c4cccn4c4cccnc43)CC2C)c1 (stereo unspecified),9
Cc1ccc2cccc(OC(=O)c3ccc([N+](=O)[O-])cc3[N+](=O)[O-])c2n1,1
C=CCNC(=O)c1ccc(OC2CCN(S(=O)(=O)N(C)C)CC2)cc1,3
COc1ccc(Cl)cc1NC(=O)CN1C(=O)C(C)(C)c2cc(S(=O)(=O)N3CCCCC3)ccc21,0
CCc1ccccc1NC(=O)CCc1c(C)nc2cc(-c3ccccc3)nn2c1C,-7
CCc1cc2c(=O)oc(-c3ccc(Cl)cc3)nc2s1,-1
Cc1cnccc1CN(C)C(=O)C1CCC(=O)N(CC2CCCCC2)C1 (stereo unspecified),-2
Cc1cc(C)c2[nH]cc(-c3nnnn3-c3ccc(F)cc3)c2c1,-1
O=S(=O)(Cc1ccccc1)NCC1CCCN(Cc2ccccc2-c2ccco2)C1 (stereo unspecified),-10
Ic1ccn[nH]1,12
Cc1cc(=O)oc2cc(OC(C)C(=O)OCc3ccccc3Cl)ccc12 (stereo unspecified),-2
Cc1occc1C(=O)N1CCC(N2CCCC(C(=O)NCc3ccccc3)C2)CC1 (stereo unspecified),5
CCC1CCc2nc3sc(C(=O)NCc4ccc(Cl)cc4)c(N)c3cc2C1 (stereo unspecified),1
CCOC(=O)c1oc2cccc(OC(C)=O)c2c1C,5
COc1cc(C2c3cc4c(cc3OC(=N)C2C#N)OCO4)cc(I)c1OCc1ccccc1C#N (stereo unspecified),-1
CCC(=O)OCCN1CCN(CCCN(C(=O)CC)c2ccc(C3CCCC3)cc2)CC1,-13
O=C(O)CCC(=O)Nc1ccccc1C#Cc1ccc(Br)cc1,-6
O=C1N(Cc2ccccc2)c2ccc(Cl)cc2C12OCCO2,-10
CC1=NNC(=O)C1CC(=O)N/N=C/c1ccc(C)o1 (stereo unspecified),-2
CCOc1ccc(C(=O)Nc2cc(OC)c(Cl)cc2OC)cc1,-1
Cc1c(Cl)cccc1-n1ncc(C(=O)NCc2cccs2)c1C1CCN(C(=O)OC(C)(C)C)CC1,-1
Cc1cccc(N(C)S(=O)(=O)c2nnc(NC(=O)C(C)(C)C)s2)c1,-3
CN1C(=O)C2C(=O)C(Cc3ccccc3)C(=O)N=C2N(C)C1=O (stereo unspecified),10
CCC(C)NS(=O)(=O)Cc1ccccc1Cl (stereo unspecified),-3
COc1ccc2oc(=O)c(-c3csc(/C(C#N)=C/c4ccc(F)cc4)n3)cc2c1,9
CC(=O)n1c2c(c3ccccc31)OC(=N)C(C#N)C2c1ccc(Cl)cc1 (stereo unspecified),5
CCCCOc1ccc(C2C(C(=O)c3ccc(Cl)cc3)C(=O)C(=O)N2CC2CCCO2)cc1 (stereo unspecified),-1
CC(C)(Oc1ccc(Cl)cc1)C(=O)N1CCN(C(=O)c2ccco2)CC1,-7
O=C(CCc1cnccn1)NC1CC(=O)N(Cc2ccc(F)cc2)C1 (stereo unspecified),-4
OCCCc1cn(C2CCN(Cc3nc4ccccc4s3)CC2)nn1,5
S=c1nc(-c2cccc(Br)c2)[nH][nH]1,-7
CCOc1ccc(OCC)c(NC(=O)CN(c2ccc(C)cc2)S(=O)(=O)c2c(C)n[nH]c2C)c1,-7
COc1ccc(O)c(-c2c(-c3ccccc3)n[nH]c2C)c1,12
O=C(C1CCCCC1)N1CCC(C2(c3ccccn3)NC(=O)N(CCc3cccs3)C2=O)CC1 (stereo unspecified),-3
Cc1ccc(-n2cccc2CC2=NC(=O)N(c3ccc(Cl)cc3)C2=O)c(C)c1,-1
COc1ccc(F)cc1S(=O)(=O)Nc1ccc(C)cc1C,8
CCOC(=O)Cn1c(=O)oc2cc(S(=O)(=O)Nc3ccccc3F)ccc21,-12
O=C(C1CCC1)N1CCOc2c(cc(-c3cccnc3)cc2OCCc2cccs2)C1,3
CCSc1ncc(Cl)c(C(=O)Nc2sc3c(c2C(=O)NCCCOC)CCCC3)n1,-6
c1ccc(-c2ccc(-c3ccc(-c4ccccc4)s3)s2)cc1,-2
O=S(=O)(c1ccccc1)c1cc[n+]([O-])cc1,0
O=C(CN1CCN(c2ccccc2F)CC1)Nc1ccc(F)c(Cl)c1,5
c1ccc2c(c1)Nc1nccnc1S2,3
Cc1ccsc1/C=N\NC(=O)CSc1nc2ccccc2n1Cc1ccccc1Cl,6
CCOC(=O)C(NC(=O)c1ccc(F)cc1)(Nc1sc2c(c1C(=O)OC)CCCC2)C(F)(F)F (stereo unspecified),-15
Cc1noc(C)c1C1(O)CCCCCCCCCCC1,5
Cc1ccc(C)c(NC(=O)Cn2c(-c3nonc3N)nc3ccccc32)c1,5
COC(=O)c1cc(NC(=O)CCCc2ccccc2)cc(C(=O)OC)c1,4
CC1(C2CCN(C(=O)/C=C/c3ccccc3F)CC2)NC(=O)N(C2Cc3ccccc3C2)C1=O (stereo unspecified),-3
O=C(CN1CCN(Cc2cccc(Cl)c2)C1=O)NCc1ccc(F)cc1,-5
N[n+]1cnn(CC(=O)c2ccc([N+](=O)[O-])cc2)c1,-3
Cn1c(=O)c2c(SCC(=O)NCc3ccc(F)cc3)nc(-c3ccccc3Cl)nc2n(C)c1=O,3
O=C(O)CC(NS(=O)(=O)c1ccc(Br)s1)c1ccccc1 (stereo unspecified),4

# The final 6 compounds of the part before are carried over, then new ones follow:
SMILES,RBX1-CUL1 inh
COC(=O)c1cc(NC(=O)CCCc2ccccc2)cc(C(=O)OC)c1,4
CC1(C2CCN(C(=O)/C=C/c3ccccc3F)CC2)NC(=O)N(C2Cc3ccccc3C2)C1=O (stereo unspecified),-3
O=C(CN1CCN(Cc2cccc(Cl)c2)C1=O)NCc1ccc(F)cc1,-5
N[n+]1cnn(CC(=O)c2ccc([N+](=O)[O-])cc2)c1,-3
Cn1c(=O)c2c(SCC(=O)NCc3ccc(F)cc3)nc(-c3ccccc3Cl)nc2n(C)c1=O,3
O=C(O)CC(NS(=O)(=O)c1ccc(Br)s1)c1ccccc1 (stereo unspecified),4
Cn1/c(=N/N=C/c2ccc([N+](=O)[O-])cc2)sc2ccccc21,-6
Cc1cc(C)n2c(Nc3ccccc3)c(-c3ccccc3)nc2n1,1
Cc1sc2nc(S)[nH]c(=O)c2c1C,11
Cc1nc(N(C)C2CCCCC2)ncc1C(C)NCc1cccc(O)c1 (stereo unspecified),6
CC(=O)c1cccc(OCc2cc(C(=O)NCC3CCOCC3)n[nH]2)c1,2
COc1cc(CC2(CCC(=O)NCc3cc4cc(Cl)ccc4[nH]3)CCC(=O)N2)ccc1F (stereo unspecified),8
CCN1C(=O)C(CC(=O)Nc2cccc(C)c2)SC1=Nc1ccc(OC)cc1OC (stereo unspecified),2
O=C(c1ccc2c(c1)OCO2)c1cc2c(cc1C1SCCCS1)OCO2,-10
N#C/C(=C\c1ccc(Cl)cc1)c1nc(-c2cc3ccccc3oc2=O)cs1,-3
CN(Cc1ccccc1)S(=O)(=O)c1ccc(NC(=O)c2cc(=O)c3ccccc3o2)cc1,-1
Cc1nc2nc(C)c(NS(=O)(=O)c3ccc(F)cc3)c(=O)n2[nH]1,-6
CC1C(=NC(=O)C(Sc2ccccc2)c2ccccc2)C(=O)N(c2ccccc2)N1C (stereo unspecified),-16
O=C(NCc1ccc(Cl)cc1)C(=O)Nc1ccc(Br)cc1,5
CCOC1c2cc3ccc(Cl)cc3nc2Sc2ncnn21 (stereo unspecified),2
COCCOc1ccc(C(=O)NC2CCCC2)cc1Br,-4
COC(=O)c1c(O)ccc(C2CCc3oc(-c4ccccc4)cc3C2=O)c1C(=O)OC (stereo unspecified),6
Cc1c(NC(=O)c2ccc(Cl)cc2)cc(C(C)C)c(O)c1S(=O)(=O)c1ccccc1,-1
Cc1ccc(NC(=O)c2c(C)noc2C)c(Br)c1,7
c1ccc(-c2cc(N3CCOCC3)n3ncnc3n2)cc1,8
Cc1ccc2c(c1)N(C(=O)CCC(=O)Nc1ccc(F)cc1F)CC(C)O2 (stereo unspecified),2
CCCOC(=O)c1ccc(NS(=O)(=O)c2ccc([N+](=O)[O-])cc2)cc1,-1
c1ccc(OCCn2c(CN3CCCCC3)nc3ccccc32)cc1,10
Cc1c(C(=O)Nc2ccccc2)sc2nc(-c3cc4ccccc4oc3=O)[nH]c(=O)c12,-2
C/C(=C\c1cc(C(=O)NCc2ccccc2)c(C)o1)CO,12
Cc1cc(Sc2ccc(Br)cc2)c2ccccc2n1,-2
N#Cc1ccc(Oc2ccc(NC(=O)C3CCCCC3C(=O)O)cc2)cc1 (stereo unspecified),-13
O=C(Cn1ncc2c3ccccc3n(Cc3ccc(F)cc3)c2c1=O)NCc1ccccn1,8
CC(=O)c1sc2nc(-c3ccccn3)ccc2c1N,2
CCNC(=O)c1ccc(CSc2nc3cccnc3n2Cc2ccc(OC)cc2)cc1,-11
COc1ccccc1CNC(=O)CSc1cc(=O)n(C)c2ccccc12,-7

# The closing 4 entries of the section above are carried over, then new ones follow:
SMILES,RBX1-CUL1 inh
O=C(Cn1ncc2c3ccccc3n(Cc3ccc(F)cc3)c2c1=O)NCc1ccccn1,8
CC(=O)c1sc2nc(-c3ccccn3)ccc2c1N,2
CCNC(=O)c1ccc(CSc2nc3cccnc3n2Cc2ccc(OC)cc2)cc1,-11
COc1ccccc1CNC(=O)CSc1cc(=O)n(C)c2ccccc12,-7
C=CCn1c(SCC(=O)c2ccc3c(c2)OCCO3)nc2scc(-c3cccs3)c2c1=O,3
CC(C)(O)C(=O)/C=C/c1ccccc1,13
COc1ccc(-c2ccccc2N)c(OC)c1,1
O=C(c1coc(CN2CCN(Cc3ccccc3)CC2)n1)N1CCCC1,-7
